RTF Ca sens act: cardiac RTF calcium sensitivity activators, primary screen, biochemical, IANBD-TnC fluorescence, EC20 calcium; Troponin I, cardiac muscle (Homo sapiens) + Troponin T, cardiac muscle (Homo sapiens) + …; IANBD-labeled TnC RTF fluorescence at EC20 calcium; 0% EC20 calcium, 100% full calcium; activation, % at 7.2 µM; actives 0.24% (n = 340,000);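 active = activation above the mean over all tested compounds plus 3 SD, cut at about 30% in these data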;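 also: rise in fluorescence read as greater calcium sensitivity of cardiac thin filaments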
Rtt109 Vps75: inhibitors of C. albicans Rtt109/Vps75 HAT, primary screen, biochemical, ThioGlo CoA-SH fluorescence, plate reader | actives 0.16% (n = 330,000) | purified Rtt109/Vps75, 4 h | inhibition, % at 34.9 µM | AID 540336, 2011;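 active = inhibition of at least 50% in every replicate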
DAGLB inh: DAGLB lipase inhibitors, primary screen, biochemical, fluorescence, HTS; HEK293T DAGLB membrane lysate, EnzChek fluorogenic substrate; inhibition, % at 5.17 µM; actives 0.059% (n = 340,000); Diacylglycerol lipase-beta (Homo sapiens), Q8NCG7; in the data active = inhibition above about 34%;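 also: 0% = enzyme with vehicle and 100% = wells lacking enzyme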
RTF Ca sens inh: cardiac RTF calcium sensitivity inhibitors, primary screen, biochemical, IANBD-TnC fluorescence, EC70 calcium | Troponin I, cardiac muscle (Homo sapiens) + Troponin T, cardiac muscle (Homo sapiens) + … | IANBD-labeled cardiac RTF, Ca2+ fluorescence | inhibition, % at 7.15 µM | actives 0.12% (n = 340,000);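 active = inhibition above the mean inhibition of all tested compounds plus 3 SD, cut at about 17% in these data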;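 also: assay run at fixed EC70 calcium of 1.6 mM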
CAL PDZ FP-1: CAL PDZ peptide-binding inhibitors, primary screen, biochemical, fluorescence polarization, Cer-tagged CAL PDZ, HTS | purified CAL PDZ, TMR-peptide fluorescence polarization, 1 h | inhibition, % at 20 µM | actives 0.02% (n = 330,000) | AID 504414, 2011;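 active = highest replicate inhibition of at least 40%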;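 also: plate controls were DMSO neutral control wells for no effect and unlabeled competitor peptide control wells for full effect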
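Test system: tagged CAL PDZ domain / Buffer or medium: sodium phosphate/NaCl buffer pH 7.4 with TCEP, IgG, Thesit / Reagent: TMR-labelled reporter peptide T*-PRC34 bound in PDZ groove / Compound dosing: single point, 20 µM / Schedule: 1 h incubation at room temperature before polarization reading / Technique: fluorescence polarization (mP) / Benchmarks: unlabelled peptide, DMSO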
SR-BI DiI-HDL act: activators of SR-BI mediated DiI-HDL uptake, primary screen, ldlA[mSR-BI] CHO cells, DiI fluorescence; actives 0.096% (n = 320,000); 3 h; 100 = double the neutral-control signal; activation, % at 12.5 µM;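 active = mean replicate activation of at least 60% and every replicate at or above 60%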;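 also: 0% = median plate neutral-control signal and 100% = twice that signal; values of inactives mirror those of a sister screen read the other way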
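System: CHO ldlA[mSR-BI] cells / Medium: HEPES-buffered (25 mM, pH 7.4) F12 plus 0.5% BSA / Probe or stimulus: labelled HDL, 10 µg/mL / Doses: single compound concentration, delivered by pin transfer / Schedule: 3 h, 37 °C / Measured by: DiI fluorescence, bottom read / Measure: cell-associated DiI fluorescence as measure of HDL uptake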
LANA DNA inh: inhibitors of KSHV C-LANA binding to DNA, primary screen, biochemical, fluorescence polarization, FAM-LBS DNA, MBP-C-LANA, single point. Kaposi's sarcoma herpesvirus LANA C-terminal domain (residues 932-1162) DNA binding. AID 504423, 2011. actives 0.078% (n = 340,000). inhibition, % at 9 µM;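 active = highest replicate inhibition at or above 60% at 9 µM, even if other replicates fall short; inactive = all replicates below 60% inhibition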;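 also: 0% = neutral control wells and 100% = 4 µM acridine orange control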
Keap1 Nrf2 FP: Keap1-Nrf2 protein-protein interaction inhibitors, primary screen, biochemical, fluorescence polarization, single point; Keap1 Kelch-Nrf2 peptide fluorescence polarization, 1536-well; inhibition, % at 9.4 µM; actives 0.15% (n = 340,000); in the data active = inhibition above about 12%;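 also: human Keap1 Kelch domain with fluorescein labeled Nrf2 9mer peptide probe; 0% = neutral control wells and 100% = peptide positive control; higher means more block of Keap1 binding to Nrf2 peptide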
Target sequence (Q14145 whole entry, looked up, the tested form may be a part): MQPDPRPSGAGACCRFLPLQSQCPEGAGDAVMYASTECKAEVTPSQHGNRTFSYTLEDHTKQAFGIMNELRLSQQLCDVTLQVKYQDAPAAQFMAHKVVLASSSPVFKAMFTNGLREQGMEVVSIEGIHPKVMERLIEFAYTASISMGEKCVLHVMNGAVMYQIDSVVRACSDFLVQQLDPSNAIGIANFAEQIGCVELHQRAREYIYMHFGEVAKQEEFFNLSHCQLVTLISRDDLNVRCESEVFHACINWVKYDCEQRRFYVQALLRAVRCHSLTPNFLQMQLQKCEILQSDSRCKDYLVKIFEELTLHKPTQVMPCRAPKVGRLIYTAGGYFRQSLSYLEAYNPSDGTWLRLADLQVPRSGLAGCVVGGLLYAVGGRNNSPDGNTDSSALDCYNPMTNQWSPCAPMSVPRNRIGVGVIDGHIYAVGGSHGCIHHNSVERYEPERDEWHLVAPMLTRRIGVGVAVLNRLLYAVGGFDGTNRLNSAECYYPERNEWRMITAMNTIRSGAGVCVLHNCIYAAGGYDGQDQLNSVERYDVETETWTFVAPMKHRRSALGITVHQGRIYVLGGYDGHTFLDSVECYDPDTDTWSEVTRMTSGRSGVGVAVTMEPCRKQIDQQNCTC
CAL PDZ FP-2: untagged CAL PDZ binding inhibitors, primary screen, biochemical, fluorescence polarization, HTS; Golgi-associated PDZ and coiled-coil motif-containing protein (Homo sapiens), Q9HD26; AID 602252, 2012; actives 0.92% (n = 300,000); inhibition, % at 24.9 µM; purified CAL PDZ, TMR-peptide fluorescence polarization, 1 h;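 active = mean inhibition of at least 30% with at least half of replicates also reaching 30%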;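 also: 0% = DMSO neutral control and 100% = excess unlabeled competitor peptide PRC23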
PKA-R2B act: activators of PKA-R2B holoenzyme, primary screen, biochemical, fluorescence polarization, Cy5-IP20, human | cAMP-dependent protein kinase catalytic subunit beta (Homo sapiens) + cAMP-dependent … | PKA-R2B holoenzyme dissociation; R2B truncated from residue 108, S112A mutant; 0% DMSO only, 100% 113 µM cGMP | activation, % at 11.4 µM | actives 0.079% (n = 340,000) | AID 504700, 2011;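 active = activation above a cutoff set at the mean over all compounds plus 3 SD, cut at about 18% in these data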;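 also: higher means more holoenzyme dissociation and a rise in polarization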
Target sequence (P31323 whole entry, looked up, other chains not shown, the tested form may be a part): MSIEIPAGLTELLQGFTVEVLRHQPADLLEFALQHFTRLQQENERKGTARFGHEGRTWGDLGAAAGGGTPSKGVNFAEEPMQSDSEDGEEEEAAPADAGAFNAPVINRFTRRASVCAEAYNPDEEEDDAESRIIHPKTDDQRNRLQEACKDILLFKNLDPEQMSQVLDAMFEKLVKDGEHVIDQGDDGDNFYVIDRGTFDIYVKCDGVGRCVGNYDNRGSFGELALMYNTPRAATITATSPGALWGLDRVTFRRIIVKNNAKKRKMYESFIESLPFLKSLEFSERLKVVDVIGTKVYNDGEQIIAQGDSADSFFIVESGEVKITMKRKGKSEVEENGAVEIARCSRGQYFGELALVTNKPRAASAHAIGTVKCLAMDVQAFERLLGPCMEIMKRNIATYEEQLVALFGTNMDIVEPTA
Numbers without * were called inactive; nt = no result given.

SMILES	RTF Ca sens act	Rtt109 Vps75	DAGLB inh	RTF Ca sens inh	CAL PDZ FP-1	SR-BI DiI-HDL act	LANA DNA inh	Keap1 Nrf2 FP	CAL PDZ FP-2	PKA-R2B act
COc1cc(NC(=S)NCCCN2CCOCC2)cc(OC)c1	-3	-7	2	10	-2.7	-5	0.2	1	-4	-4
COc1ccc(N2CCN(c3ccc(C(=O)O)cc3[N+](=O)[O-])CC2)cc1	-3	5	1	1	0.5	2	-0.3	-4	1	8
COc1ccccc1NS(=O)(=O)c1cccc(NC(=O)NC2CCCCC2)c1	-3	13	-3	15	-2.3	-4	0.6	3	-1	-6
NNC(=O)c1ccc(N2CCCCCC2)c([N+](=O)[O-])c1	2	-4	0	-2	-0.6	-17	3.7	-5	-5	-4
CCN(CC)c1ccc(N2C(=O)C3CCCCC3C2=O)cc1[N+](=O)[O-] (stereo not given)	2	4	6	-14	0.0	-27	1.8	2	-3	0
O=C1CC(N2CCN(C3CCc4ccccc4C3)CC2)C(=O)N1c1ccccc1 (stereo not given)	2	-11	1	2	-0.2	24	-2.7	-2	-1	-2
COc1ccc([C@H]2CC(=O)C=C(c3ccc(Cl)c(C(F)(F)F)c3)C2)cc1	4	1	-16	-24	0.6	-17	-3.1	-3	1	-5
COc1ccccc1-c1cc(C(F)(F)F)n2ncc(S(=O)(=O)c3ccccc3)c2n1	-2	2	1	1	-1.5	-38	1.4	-1	-2	-11
O=c1[nH]c(NNC(=S)NCc2ccccc2)nc2c1C1(CCCCC1)Cc1ccccc1-2	-7	6	3	-3	-1.5	-31	0.2	-6	5	-3
Cc1ccc(OCc2nc(C#N)c(NCc3ccc4c(c3)OCO4)o2)cc1	-6	11	2	-12	-2.0	17	1.0	4	-1	-6
CCOc1ccc(/C(O)=C2/C(=O)C(=O)N(CCN(CC)CC)C2c2ccco2)cc1 (stereo not given)	5	0	-2	-1	-0.4	-12	-1.4	-2	-1	-1
O=C(CCn1cnc2ccccc21)N/N=C/C=C/c1ccccc1	nt	17	nt	nt	-2.7	11	0.1	-2	nt	nt
N#CCSc1nc(-c2ccccc2)c2cc(Cl)ccc2n1	5	-6	0	-10	0.9	-5	-0.8	2	-3	0
CCOC(=O)CCSc1nc(C)c2cc(C)c(C)cc2n1	0	-12	-10	-6	-1.3	-22	0.3	-7	-3	-8
CCCCCOCC1CC(C/C(C)=N/NC(N)=S)C(=O)O1 (stereo not given)	-3	9	-2	-2	-0.3	-74	-0.2	-4	3	9
O=C(CCCc1ccccc1)Nc1ccc(S(=O)(=O)N2CCOCC2)cc1	-2	-8	-3	0	-1.7	11	0.4	2	-1	-9
Cc1ccc(C)c(C(=O)n2cnnc2N)c1	-6	-9	-1	-6	0.2	0	-0.6	-1	-2	-3
COc1ccc(C(=O)c2ccccc2Cl)cc1	0	-4	-5	-11	0.3	1	-0.2	3	3	6
O=C(/C=C/c1ccc(F)cc1)N1CCc2ccccc2C1	-2	12	-5	-7	-1.2	12	-0.5	-3	0	-11
COc1ccc(-c2nc(C#N)c(NC(C)c3ccccc3)o2)cc1OC (stereo not given)	4	10	0	-14	0.8	-38	-0.4	-3	-3	-2
Cc1c(NC(=O)c2ccc(NS(=O)(=O)c3ccccc3)cc2)c(=O)n(-c2ccccc2)n1C	0	-1	0	0	0.0	10	1.8	-7	nt	-3
CC(C)(CC(=O)O)CC(=O)NCc1c(Cl)cccc1Oc1ccccc1	2	-5	0	-18	-0.2	3	0.9	7	-3	6
COc1ccc(CC(=O)O/N=C(\N)c2ccccn2)cc1	-3	13	-2	-9	-0.4	-1	1.1	-2	2	1
CCCCN(C(=O)C1=NN(c2ccccc2)C(=O)CC1)c1c(N)n(CC(C)C)c(=O)[nH]c1=O	4	-16	2	1	-1.0	2	0.6	-1	nt	6
O=C1CCC(=O)N1c1ccc(NCc2ccccc2Cl)c([N+](=O)[O-])c1	2	-6	6	-9	-0.3	-17	0.7	-5	8	-11
Cc1c(NC(=O)/C(=C/c2cccs2)c2cccs2)c(=O)n(-c2ccccc2)n1C	6	16	2	2	-3.7	16	-1.0	-4	-4	0
Cc1oc(-c2ccccc2)nc1CS(=O)CC(=O)NC1CCCCCC1 (stereo not given)	-2	-3	1	-3	0.7	30	0.8	-3	3	-5
Cc1cc(C)cc(NC(=O)c2cc(S(=O)(=O)N3CCCC3)cn2C)c1	4	-2	1	0	-0.6	-7	0.6	-3	nt	-13
CCOC(=O)CSc1nnnn1-c1cc(OC)c(Cl)cc1OC	3	1	-5	-2	-2.1	-11	-1.5	2	-3	6
COc1ccc(NC(=O)N2CCN(S(=O)(=O)c3ccc(F)cc3)CC2)c(OC)c1	-7	9	0	1	-1.5	9	0.9	-3	-3	8

Sorted by formula weight (low to high): part of the list above.
SMILES	RTF Ca sens act	Rtt109 Vps75	DAGLB inh	RTF Ca sens inh	CAL PDZ FP-1	SR-BI DiI-HDL act	LANA DNA inh	Keap1 Nrf2 FP	CAL PDZ FP-2	PKA-R2B act
COc1ccc(C(=O)c2ccccc2Cl)cc1	0	-4	-5	-11	0.3	1	-0.2	3	3	6
O=C(/C=C/c1ccc(F)cc1)N1CCc2ccccc2C1	-2	12	-5	-7	-1.2	12	-0.5	-3	0	-11
COc1ccc(CC(=O)O/N=C(\N)c2ccccn2)cc1	-3	13	-2	-9	-0.4	-1	1.1	-2	2	1
COc1ccc(-c2nc(C#N)c(NC(C)c3ccccc3)o2)cc1OC (stereo not given)	4	10	0	-14	0.8	-38	-0.4	-3	-3	-2
O=C1CCC(=O)N1c1ccc(NCc2ccccc2Cl)c([N+](=O)[O-])c1	2	-6	6	-9	-0.3	-17	0.7	-5	8	-11

New compounds follow.
SMILES	RTF Ca sens act	Rtt109 Vps75	DAGLB inh	RTF Ca sens inh	CAL PDZ FP-1	SR-BI DiI-HDL act	LANA DNA inh	Keap1 Nrf2 FP	CAL PDZ FP-2	PKA-R2B act
CN1CCN(c2nc(-c3ccccc3Cl)nc3ccccc23)CC1	-3	2	0	-3	0.8	17	0.4	-7	0	-4
CNC(=O)c1csc(-c2ccc(Cl)cc2)n1	1	7	1	9	-1.4	4	0.9	2	-2	1
COCCn1c(=NC(=O)c2cc(-c3cccs3)nc3ccccc23)sc2cc(S(N)(=O)=O)ccc21	4	-1	0	-10	-3.5	-24	4.6	-5	-1	-1
O=C(CSc1nnc(COc2ccccc2)o1)NC1CC2CCC1C2 (stereo not given)	-2	4	-1	3	0.0	40	-0.5	-3	-5	0
CCN(CC)CCN1C(=O)C(=O)/C(=C(/O)c2cccc(OC)c2)C1c1ccccn1 (stereo not given)	0	-5	2	6	2.4	8	3.2	-7	-2	-7
c1cncc(CNC2CCCc3ccccc32)c1 (stereo not given)	2	18	1	-11	0.1	18	1.1	6	-10	-4
CCN(CC(=O)Nc1ccc(OC)cc1)C(=O)c1cc([N+](=O)[O-])ccc1N1CCOCC1	-2	1	-1	-1	-0.7	13	50	-9	-1	-2
CCC1=NN(C(=O)COc2ccccc2C)C(O)(c2ccncc2)C1 (stereo not given)	2	nt	-2	8	-2.5	18	-0.2	-2	-3	-2
O=C1OC2(CCCCC2)OC(=O)C1=CNc1nc2ccccc2s1	-2	20	4	-8	30	30	-0.5	-1	52*	1
COc1ccc(-c2nc(C(=O)NCC3CCCO3)cc3c2[nH]c2ccccc23)cc1 (stereo not given)	-1	8	-3	-4	-5.6	-44	-0.7	-2	-9	0
Cc1cccc(/C=N/Nc2nncc3ccccc23)c1	2	5	-2	9	-3.7	-8	-1.6	1	nt	-12
Cc1nc(NC(=O)C(C)Oc2cccc(Cl)c2)sc1C(=O)N(C)C (stereo not given)	5	-2	0	-7	-3.9	12	0.0	-4	-5	6
O=C(c1ccc([N+](=O)[O-])cc1)N1CCC(Cc2ccccc2)CC1	-1	15	-7	-13	26	-5	2.2	2	-3	1
COc1cc(/C=C2/NC(=O)N(CC(=O)Nc3ccc(C)cc3)C2=O)ccc1Oc1ccc([N+](=O)[O-])cn1	1	-3	3	7	0.5	-4	0.9	3	-5	4
COc1ccc(CCN(C)C2CCCN(C(=O)Cn3cnnn3)C2)cc1OC (stereo not given)	-3	-4	2	-4	-2.3	10	-0.7	4	1	-4
Cn1c(/C(C#N)=C(\O)c2cc(Cl)sc2Cl)nc2ccccc21	-7	0	-2	0	-1.9	-27	1.2	3	-2	-10
Cc1cccc(NC(=O)c2cnc3ccccn3c2=O)c1	6	6	1	-3	-0.7	30	-1.5	-2	9	1
Cc1ccccc1N1C(=O)Cc2ccccc2C1=O	-1	5	2	3	-2.0	18	1.2	-6	-6	5
COc1ccc(/C=N/NC(=O)c2nc(-c3ccccc3)n(-c3ccccc3)n2)cc1OC	-5	2	0	-5	-4.3	1	0.0	3	3	-3
CCOc1ccccc1-n1c(=O)c2ccccc2c2ccccc2c1=O	4	-4	-5	5	-1.2	21	-0.1	-2	-1	-1
CCCCCCn1c(N2CCCC2)nc2c1c(=O)n(C)c(=O)n2C	0	8	-3	1	-1.5	-7	1.3	-1	nt	-7
CCOC(=O)CSc1cc(C)nc(N)n1	1	5	-4	4	-1.2	10	0.7	-3	-1	-2
COc1ccccc1C(=O)NCC(c1cccs1)N1CCc2ccccc21 (stereo not given)	-19	10	-2	-2	-1.9	4	-0.7	-3	-3	-13
COc1ccccc1CN(C)C(=O)c1ccccc1SCC(=O)N1CCCC1	1	7	-1	-9	-0.2	9	0.0	-1	0	0
O=C(O)C1CCC(c2ccc(-c3ccccc3)cc2)CC1 (stereo not given)	-3	9	-2	2	-0.3	5	0.6	0	7	-7
CC(C)c1ccc(NC(=O)Cn2ncc3ccccc32)cc1	-4	1	-5	-1	nt	0	-0.6	-1	-6	-3
